# Pf growth 96h: P. falciparum growth inhibition at 96 hour, primary screen for plastid delayed-death inhibitors; Potency, µM (titrated, usually from 28.7 µM), for the others: top-dose activity change, negative = inhibition, usual class: inhibitors; P. falciparum luciferase reporter growth, 96 h; hit rate 6.9% among 320,000; note: potency is the fitted concentration of half-maximal effect; % is set by controls: 0 for no effect and ±100 for the full control effect
#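 P. falciparum expressing integrated firefly luciferase grown in erythrocytes (2% hematocrit, 0.05% parasitemia final) with compounds for 96 hours at 37 C, 5% CO2. Growth inhibition read as loss of luminescence after adding luciferase detection reagent.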
# TbPYK inhibitor: blocks Trypanosoma brucei pyruvate kinase | Q57TT1 | TbPYK enzyme, Kinase-Glo Plus ATP luminescence, 45 min | Potency, µM (series often up to 76.8 µM), for the others: at the top dose activity, negative = inhibition, most hits filed as inhibitors | hit rate 0.12% among 410,000; note: potency is the fitted concentration of half-maximal effect; % is set by controls: 0 for no effect and ±100 for the full control effect; nearly all actives have a fitted effect of over 50% in size
#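 Enzyme and substrate buffer are dispensed first and compound is pin-transferred. ADP at 130 uM final then starts the reaction, which runs 45 min at room temperature. Detection reagent is added for 10 min before luminescence is imaged.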
# AmpC no deterg: blocks E. coli AmpC beta-lactamase in detergent-free assay; hit rate 0.52% among 330,000; Potency, µM (series often up to 57.1 µM), without a hit: at the highest dose activity change, negative = inhibition, actives largely listed as inhibitors; P00811; AmpC nitrocefin hydrolysis, absorbance 480 nm, 0.0001% Triton; AID 485341;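 note: potency is the fitted concentration of half-maximal effect; plate controls were no compound for no effect and no enzyme for full effect; nearly all actives have a fitted effect of over 20% in size; some results filed as inactive show a strong effect at the top dose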
# Target sequence (P00811 whole entry, looked up): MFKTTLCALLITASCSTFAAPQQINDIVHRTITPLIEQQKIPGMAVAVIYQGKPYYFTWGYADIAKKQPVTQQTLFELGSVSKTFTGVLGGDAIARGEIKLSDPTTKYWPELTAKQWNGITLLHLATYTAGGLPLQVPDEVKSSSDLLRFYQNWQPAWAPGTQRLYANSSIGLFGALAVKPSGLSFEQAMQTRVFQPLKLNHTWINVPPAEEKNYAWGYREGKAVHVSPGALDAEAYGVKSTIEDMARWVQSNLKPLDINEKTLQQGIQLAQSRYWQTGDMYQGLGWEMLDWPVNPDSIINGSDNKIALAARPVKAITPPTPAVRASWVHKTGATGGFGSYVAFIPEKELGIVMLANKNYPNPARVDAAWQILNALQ
#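 20 mM phosphate pH 7.0 + 0.01% (detergent screen) or 0.0001% Triton X-100; 5.3 nM AmpC reagent; cpd preinc 15 min RT; nitrocefin (800 uM stock) to start; A480 q20 s × 4 min; Activity was normalised to no-enzyme and no-compound control wells.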
# Cycloheximide cs: affects cycloheximide protein synthesis inhibition readout, counter-screen; max response, %; hit rate 12% among 300,000; cell reporter, cycloheximide protein synthesis inhibition counterscreen; in the data active = max response mostly above about 13%, no sharp cut-off; inactive = mostly below about 14%; note: read at 38.3 µM for the half of the compounds with a filed dose; 0% is about no effect
# LmPK inhibitor: LmPK (Leishmania mexicana) enzyme inhibition | hit rate 0.37% among 290,000 | AID 1721 | Q27686 | Potency, µM (titrated, usually from 57.5 µM), inactives show at the top dose activity change, negative = inhibition, usual class: inhibitors | purified LmPK, Kinase-Glo ATP luminescence, 1 h; note: potency is the fitted concentration of half-maximal effect; % is set by controls: 0 for no effect and ±100 for the full control effect
# Target sequence (Q27686 whole entry, looked up): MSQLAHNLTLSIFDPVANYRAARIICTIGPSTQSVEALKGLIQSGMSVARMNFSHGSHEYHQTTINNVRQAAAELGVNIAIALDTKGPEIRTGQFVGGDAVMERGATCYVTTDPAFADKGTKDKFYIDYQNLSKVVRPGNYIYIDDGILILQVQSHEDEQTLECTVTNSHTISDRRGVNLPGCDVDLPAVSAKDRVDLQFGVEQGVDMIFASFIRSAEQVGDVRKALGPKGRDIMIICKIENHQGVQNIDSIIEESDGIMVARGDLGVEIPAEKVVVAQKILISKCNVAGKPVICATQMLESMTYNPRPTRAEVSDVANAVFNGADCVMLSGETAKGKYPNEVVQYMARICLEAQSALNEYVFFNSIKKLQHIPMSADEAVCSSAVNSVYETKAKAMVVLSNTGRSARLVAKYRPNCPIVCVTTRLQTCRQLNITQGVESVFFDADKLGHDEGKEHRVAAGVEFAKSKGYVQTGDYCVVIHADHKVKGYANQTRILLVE
#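 Purified LmPK (0.1 nM) with 0.5 mM PEP and 0.1 mM ADP in imidazole buffer pH 7.2 with MgCl2/KCl, 1 h at room temperature. ATP formed was read by luciferase luminescence and normalized to no-enzyme and uninhibited controls.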
# Pf growth 48h: inhibits P. falciparum growth in the first generation, 48 h. P. falciparum luciferase growth in erythrocytes, 48 h. Potency, µM (top dose mostly 28.7 µM), inactives show at the top dose activity change, negative = inhibition, actives largely listed as inhibitors. hit rate 5.9% among 310,000; note: potency is the fitted concentration of half-maximal effect; % is set by controls: 0 for no effect and ±100 for the full control effect
#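 Luciferase-expressing P. falciparum in infected erythrocytes (2% hematocrit, 0.1% parasitemia final) in RPMI 1640/0.5% Albumax were exposed to compound for 48 hours at 37 C, 5% CO2; growth read as luminescence.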
# Shiga toxin inh: Shiga toxin inhibition; inhibition, % at 38.7 µM; hit rate 9.2% among 290,000; Vero cells, Shiga toxin protein synthesis inhibition reporter; in the data active = inhibition mostly above about 28%, no sharp cut-off; inactive = mostly below about 43%; note: 0% is about no effect
# Active calls of the source: *; u = inconclusive; x = not tested or not shown; & = joins results of further samples; [ ] = dose if it differs, or a comment. Unless noted, calls come from the whole dose curve; as a rule, active = well fitted curve in the direction sought with a large enough effect; inconclusive = small, poorly fitted or top-dose-only effect, or another doubt; inactive = no such curve, though single readings can be large; an effect the other way counts as inactive or inconclusive. Random draw from the library (roughly 22% active in at least one column).
SMILES,Pf growth 96h,TbPYK inhibitor,AmpC no deterg,Cycloheximide cs,LmPK inhibitor,Pf growth 48h,Shiga toxin inh
COc1ccc2nc(C)cc(SCC(=O)N/N=C/c3ccccc3)c2c1,4.1µM*,0%,19%,-3,5%,-21%,-16
COc1ccc(C2=NS(=O)(=O)N(C)C(C(=O)N3CCC(C)CC3)=C2)cc1,u,3%,42%,1,-2%,-10%,2
Cc1nnc(NC(=O)CSc2nnc(CNC(=O)c3ccccc3)o2)s1,33%[activator],2%,-8%,0,2%,5%,-5
C/C=C(/C)C(=O)Nc1cccc(C2=NOC3(C2)C[C@@H](C(N)=O)N(C(=O)CC)C3)c1 (stereo not given in full),47%[activator],2%,-19%,-3,1%,54%[activator],-5
COc1cccc2cc(C(=O)CS(=O)(=O)c3ccc(C)cc3)c(=O)oc12,4.7µM*,0%,-35%,-3,2%,4%,19
O=c1cc(N2CCCCC2)c(-c2ccccc2)nn1Cc1ccc(F)cc1,13µM*,1%,63%[activator],-4,-4%,u,-2
Cc1cccc(NC(=O)C23CCC(C)(C2Br)C3(C)C)c1 (stereo not given),0%,-6%,-23%,-1,-6%,31%[activator],-3
CCCC1C(=O)Nc2ccccc2N1C(=O)c1cccc(C)c1 (stereo not given),-32%,-6%,-28%,-2,0%,-14%,-7
NCCSC1CC(=O)N(c2ccc(Cl)c(Cl)c2)C1=O (stereo not given),u,5%,-38%,16*,-1%,45%[activator],36
COC(=O)c1scc(C)c1NC(=O)c1ccccc1F,13%,1%,-8%,16,-2%,7%,14
CCN(CC(=O)NCc1cccs1)C(=O)c1ccc(OC)c(S(=O)(=O)N2CCOCC2)c1,5%,-6%,-1%,x,x,2%,x
COc1cc(C(=O)Nc2ccc(Nc3ccccc3)cc2)cc(OC)c1OC,13µM*,0%,45%,4,2%,-6%,-3
CC(C)N1CCc2c(sc(NC(=O)CCc3ccccc3)c2C(N)=O)C1,u,-2%,5%,5,0%,u,4
CCc1ccc(NC(=O)CN(N=Nc2nonc2C)c2nonc2C)cc1,466%[activator],-1%,0%,-3,3%,13%,-7
CNC(=O)C12CCC(C)(c3nc4cc(C)c(C)cc4nc31)C2(C)C (stereo not given),u,0%,54%,-2,-6%,x,-13
Cc1ccc(-c2c(C(=O)N/N=C/c3ccncc3)nnn2-c2nonc2N)cc1,u,4%,6%,7,-2%,u,1
CN1CCN(c2ncc(CN3C(=O)c4ccccc4C3=O)s2)CC1,-9%,-21%,7%,12,-4%,u,3
CC(=O)NC1(c2nnnn2CCOC(=O)Nc2ccc(Cl)cc2)CCCC1,-13%,8%,-27%,2,-6%,-1%,38
CCOc1ccc(CCNC(=O)C2CCN(c3nnc(-n4cccc4)s3)CC2)cc1,u,0%,25%,6,14%,x,-12
O=S(=O)(c1ccc(NC(=S)NC2CC2)cc1)N1CCOCC1,-10%,-4%,-31%,-3,-6%,23%,-4
Cc1cc(C)c2c(CN3CCN(Cc4ccccc4)CC3)cc(=O)oc2c1,-14%,2%,84%[activator],4,7%,-7%,-2
O=C(Cn1c(=O)n(Cc2ccco2)c(=O)c2cc(Cl)ccc21)NCC1CCCO1 (stereo not given),72%[activator],-12%,37%,-2,-11%,10%,13
CCOc1ccc(CCNC(=O)COC(=O)c2nc3nc(C)cc(C)n3n2)cc1OCC,19%,-5%,0%,1,-4%,7%,-19
O=C(Nc1ccc(-c2nc3ccccc3o2)c(O)c1)c1cc(-n2cnnc2)ccc1Cl,-16%,2%,56%,6,2%,9.3µM*,15
O=c1c2c3nc4ccccc4nc3n(/N=C/c3ccccn3)c2ncn1-c1ccccc1,-74%,-6%,-17%,1,0%,u,-12
Cc1cc(C)cc(NC(=O)c2ccc(NC(=O)c3ccco3)cc2)c1,3%,0%,-39%,1,7%,u,-8
CCOc1ccc(CCNC(=O)CS(=O)Cc2nc(-c3ccc(C)cc3)oc2C)cc1 (stereo not given),7%,6%,129%[activator],1,-3%,5%,-2
CC(C)(C#N)C(C)(C)c1nn[nH]n1,11%,-5%,-16%,-5,-2%,11%,-8
CCCC(c1nnnn1C(C)(C)C)N1CCN(c2ccccc2)CC1 (stereo not given),-22%,-7%,-20%,6,-3%,u,25
N#CC1=C(N)Oc2cc(N)ccc2C1C1CCCCC1 (stereo not given),x,1%,u,-2,8%,u,-8
COc1cc(-c2nc(-c3ccc(C)nc3OC)no2)cc(OC)c1OC,-24%,x,-49%,-2,8%,8%,-14
CCOC(=O)C(C)n1nc(-c2ccccc2)c2ccccc2c1=O (stereo not given),14%,0%,66%[activator],-6,6%,u,-9
O=C(Nc1cc(C(F)(F)F)ccc1-n1cncn1)c1ccc(Cl)cc1,u,3%,-12%,-4,8%,x,-19
O=C(NC1CC1)c1ccc2c(c1)N(Cc1ccccc1)CCS2,12µM*,5%,-17%,10,17%,-23%,17
N#CC1=C(N)n2c(s/c(=C\c3cccs3)c2=O)=C(C#N)C1c1cccs1 (stereo not given),-11%,-32%,-36%,-1,4%,31%[activator],-13
Cc1ccc(NC(=O)CCN2CCC(C)CC2)cc1,13µM*,-14%,-5%,-3,3%,34%[activator],-6
Nc1nc(CCl)nc(N(c2ccccc2)c2ccccc2)n1,2.1µM*,-6%,-6%,12,1%,5.2µM*,12
CCn1c(SCC(=O)N2CCOCC2)nc(O)cc1=O,12%,2%,-19%,-10,1%,x,-11
C=CCn1c(SCC(=O)NC2CCCCC2)nnc1-c1sc(N)nc1C,x,13%,-6%,-3,3%,-10%,-4
O=C(COc1ccc(Cl)cc1)NCCc1cnc[nH]1,18%,-6%,-5%,-2,3%,20%,-8

# Complete entries, quoted from the list:
# Record of COc1cc(-c2nc(-c3ccc(C)nc3OC)no2)cc(OC)c1OC → Pf growth 96h = -24%; TbPYK inhibitor = x; AmpC no deterg = -49%; Cycloheximide cs = -2; LmPK inhibitor = 8%; Pf growth 48h = 8%; Shiga toxin inh = -14
# Record of CCCC(c1nnnn1C(C)(C)C)N1CCN(c2ccccc2)CC1 (stereo not given) → Pf growth 96h = -22%; TbPYK inhibitor = -7%; AmpC no deterg = -20%; Cycloheximide cs = 6; LmPK inhibitor = -3%; Pf growth 48h = u; Shiga toxin inh = 25

# (next part)
SMILES,Pf growth 96h,TbPYK inhibitor,AmpC no deterg,Cycloheximide cs,LmPK inhibitor,Pf growth 48h,Shiga toxin inh
S=C(Nc1cccc(Cl)c1)N1CCN(Cc2ccccc2)CC1,-27%,-13%,-1%,5,-2%,21%,36
C(=N\N1CCN(c2ccccn2)CC1)/c1ccccn1,107%[activator],-8%,-24%,49*,-17%,214%[activator],37*
Cc1ccc(N/N=C(\C#N)C(=N)N2CCCCC2)cc1,-21%,5%,-6%,46*,1%,216%[activator],82*
COC12C(COC(N)=O)C3=C(C(=O)C(C)=C(N)C3=O)N1CC1C2N1C (stereo not given),u,4%,-20%,-1,0%,0.93µM*,1
Cc1ccc2nc(CCc3ccc(N)cc3)[nH]c2c1,-3%,-2%,-38%,50*,2%,u,x
Cc1ccc(-c2ccc(/C=N/NC(=O)c3ccccc3O)o2)cc1,0.83µM*,x,-39%,13,2%,0.59µM*,38
COc1cc(N/C(N)=N/c2nc(C)cc(C)n2)cc(OC)c1,10µM*,-1%,-16%,-2,-3%,u,-7
Cc1ccc(NCc2nnc(SCC(=O)NCc3ccco3)n2CC2CCCO2)c(C)c1 (stereo not given),u,4%,12%,-3,1%,-17%,-7
Cc1ccc(C(=O)COC(=O)CNC(=O)Cc2ccccc2)cc1,48%[activator],2%,-7%,-2,0%,10%,15
CN(C)S(=O)(=O)c1cccc(NC(=O)COC(=O)c2c[nH]c(=O)[nH]c2=O)c1,u,-1%,-21%,2,2%,-3%,11
COc1ccc([C@@H]2CC(=O)c3c(O)cc(O[C@@H]4OC(CO[C@@H]5OC(C)[C@H](O)[C@H](O)C5O)[C@@H](O)[C@@H](O)C4O)cc3O2)cc1O (stereo not given in full),12%,1%,-10%,x,x,6%,x
O=C(CN1C(=O)NC2(CCCC2)C1=O)Nc1ccccc1,37%[activator],-5%,-11%,-2,2%,29%,-9
CCC1CCCCN1CCCNC(=O)CS(=O)Cc1nc(-c2ccc(OC)c(OC)c2)oc1C (stereo not given),u,3%,89%[activator],5,3%,-8%,-7
O=C(c1ccc(OCC2CCCO2)cc1)N1CCN(c2ccccc2)CC1 (stereo not given),u,3%,10%,-3,3%,24%,-2
Cc1ccc(/C([O-])=C(/C(=S)NCCN2CCOCC2)[n+]2ccccc2)cc1[N+](=O)[O-],-49%,5%,-23%,-5,1%,-17%,-3
O=C(CSc1ccc2ccccc2c1)Nc1nc2ccccc2[nH]1,36%[activator],-1%,u,-1,-1%,43%[activator],-2
O=C(Cc1ccccc1)NCC(=O)OCC(=O)c1ccc(Cl)c([N+](=O)[O-])c1,u,-2%,-29%,0,4%,0%,3
Cc1ccc(CN(CC(=O)N/N=C/c2ccccc2[N+](=O)[O-])S(=O)(=O)c2ccc(C)cc2)cc1,x,-4%,-37%,-1,-2%,u,-14
Cc1nonc1CN(C)C(=O)CC1C(=O)NCCN1Cc1ccccc1F (stereo not given),-25%,-8%,-2%,1,-10%,4%,-9
CCOC(=O)C1C(=O)NC(SCC(N)=O)=C(C#N)C1c1ccccc1OCC (stereo not given),u,-29%,-22%,-2,-1%,0%,-3
Cc1ccc(C)c(NC(=O)CSc2n[nH]c(-c3ccncc3)n2)c1,x,-1%,2%,-2,4%,-6%,-4
CN1/C(=C\C=C2\N=C(c3ccc(F)cc3)OC2=O)C(C)(C)c2ccccc21,x,-6%,-15%,-2,-4%,-15%,-15
CC(=O)c1ccc(OCC(=O)N2CCCC(N(C)Cc3ccccc3)C2)cc1 (stereo not given),0%,-11%,-5%,11,0%,-12%,-2
Cc1cccc(C)c1NC(=O)CNC(=O)C12CC3CC(CC(O)(C3)C1)C2,9%,-9%,-2%,x,x,7%,x
COc1ccc(OC)c(S(=O)(=O)Nc2ccc3[nH]c(=O)[nH]c3c2)c1,-11%,4%&2%,-6%,-3,-1%,11%,-14
CCS(=O)(=O)Nc1cccc(-c2nc3cccnc3s2)c1,67%[activator],0%,-22%,33*,1%,49%[activator],131*
COc1cccc(C(=O)Nc2c3c(nn2-c2ccc(Cl)cc2)CS(=O)(=O)C3)c1OC,-3%,-2%,9%,-2,10%,u,-11
CCn1c2ccc(F)cc2c2nnc(SCCN3CCCCC3)nc21,u,-14%&-7%,-2%,1&-9,-3%,u,-3&-8

# In another format: results already given.
compound | Pf growth 96h | TbPYK inhibitor | AmpC no deterg | Cycloheximide cs | LmPK inhibitor | Pf growth 48h | Shiga toxin inh
Cc1ccc(C)c(NC(=O)CSc2n[nH]c(-c3ccncc3)n2)c1 | x | -1% | 2% | -2 | 4% | -6% | -4
CN1/C(=C\C=C2\N=C(c3ccc(F)cc3)OC2=O)C(C)(C)c2ccccc21 | x | -6% | -15% | -2 | -4% | -15% | -15

# Screening results deposited in PubChem BioAssay by National Center for Advancing Translational Sciences (NCATS).
